# DAX1 inh-1 – DAX1 (NR0B1) inhibitors, primary screen, cell-based, HEK293, Gal4-DAX1, luciferase luminescence | AID 504766, 2011 | inhibition, % at 6.75 µM | HEK293 Gal4-DAX1 luciferase reporter | 340,000 compounds, 0.99% hits;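 active = inhibition above the mean over all tested compounds plus 3 SD, cut at about 4.2% in these data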;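 note: 0% = DAX1-transfected cells with DMSO and 100% = empty-vector control cells with DMSO; inhibition shows as a rise in luminescence from relieved DAX1 repression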
# ssDAF12 agonist – S. stercoralis DAF-12 nuclear receptor activators, primary screen, cell-based, luminescence, HEK293, GRIP1 co-expression, lit1-tk-luc. HEK293 ssDAF-12/GRIP1 lit1-tk-luc reporter; % of 3 µM dafachronic acid response. activation, % at 6.8 µM. 370,000 compounds, 1% hits;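 active = activation above the mean over all tested compounds plus 3 SD, cut at about 0.9% in these data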;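 note: 0% = DMSO-only wells and 100% = 3 µM delta7-dafachronic acid wells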
# hgDAF12 agonist – H. glycines DAF-12 receptor agonists, primary screen, cell-based, luminescence, HEK293, GAL4 fusion, UAS-luciferase. 370,000 compounds, 1.8% hits. AID 687014, 2013. HEK293 GAL4-hgDAF12 UAS-luciferase reporter, agonist luminescence; normalized to butyrate control. activation, % at 6.8 µM. Nuclear hormone receptor DAF-12 (Heterodera glycines), GAL4 fusion;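 active = activation above a cutoff set at the mean of all screened compounds plus 3 SD, cut at about 10% in these data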;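 note: 0% = DMSO wells and 100% = sodium butyrate wells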
# FXN GAA850 act – FXN promoter activators, primary screen, cell-based, luciferase luminescence, HEK293 lucGAA850. HEK293 lucGAA850 FXN promoter luciferase reporter, 24 h; percent of 10 µM SAHA response. 360,000 compounds, 0.56% hits. activation, % at 6 µM;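 active = activation above the average of all compounds screened plus 3 SD, cutoff fixed separately per campaign, cut at about 7.5% in these data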;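 note: 0% = DMSO wells and 100% = 10 µM SAHA wells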
# hcDAF-12 act – H. contortus DAF-12 nuclear receptor activators, primary screen, cell-based, luminescence, HEK293, lit1-tk-luc reporter; activation, % at 6.8 µM; 370,000 compounds, 1.4% hits; AID 652067, 2013; HEK293 hcDAF-12 lit1-tk-luc reporter; 0% DMSO, 100% Δ7-dafachronic acid;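 active = activation above the mean of all tested compounds plus 3 SD, cut at about 5.5% in these data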;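 note: 100% = response to 3 µM Δ7-dafachronic acid high control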
# NPR2 activator – human GC-B receptor activators, primary screen, HEK293 GC-B cells, cGMP TR-FRET, EC30 CNP; AID 1920062, 2024; 0% at EC30 CNP, 100% saturating CNP; 370,000 compounds, 0.11% hits; Atrial natriuretic peptide receptor 2 (Homo sapiens), P20594; activation, % at 10 µM;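 active = activation at 10 µM reaching about 35% in either raw or pattern-adjusted values, limit read from the data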
# HGIII-sPLA2 inh – human group III sPLA2 inhibitors, primary screen, biochemical, QFRET, BODIPY PC-A2 liposome substrate; Group 3 secretory phospholipase A2 (Homo sapiens), Q9NZ20; QFRET BODIPY PC-A2 liposome hydrolysis, fluorescence; inhibition, % at 12.2 µM; 370,000 compounds, 0.56% hits;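 active = inhibition above mean plus 3 SD of compounds lying within the high and low control bounds, cut at about 19% in these data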;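 note: 0% = median of test compound wells and 100% = no enzyme DMSO wells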
# SMARCA2 act – SMARCA2 (BRM) function activators, primary screen, cell-based, luminescence, high throughput | AID 652017, 2013 | activation, % at 9.1 µM | 370,000 compounds, 1% hits | MG213 cells, MMTV-luciferase reporter, dexamethasone, overnight; in the data active = activation above about 7.8%;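 note: 0% = vehicle wells and 100% = reference activator wells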
# DAX1 inh-2 – DAX1 (NR0B1) inhibitors on StAR promoter, primary screen, cell-based, luminescence, SF-1 (NR5A1), full-length DAX-1 | inhibition, % at 6.8 µM | HEK293T StAR-luciferase reporter, SF-1/DAX-1 repression relief | 370,000 compounds, 1.1% hits | AID 652010, 2013;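 active = inhibition above the mean over all tested compounds plus 3 SD, cut at about 3.6% in these data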;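 note: 0% = DAX-1 cells with DMSO and 100% = cells lacking DAX-1 with DMSO; higher inhibition means more luminescence from relief of DAX-1 repression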
# NPR1 activator – GC-A stimulated cGMP production enhancers – HEK293 GC-A cells, cGMP TR-FRET, EC30 ANP, primary screen | AID 1671463, 2021 | 0% at EC30 ANP, 100% saturating ANP | activation, % at 10 µM | 370,000 compounds, 0.14% hits; in the data active = activation above about 40%
# Target sequence (P16066 whole entry, looked up): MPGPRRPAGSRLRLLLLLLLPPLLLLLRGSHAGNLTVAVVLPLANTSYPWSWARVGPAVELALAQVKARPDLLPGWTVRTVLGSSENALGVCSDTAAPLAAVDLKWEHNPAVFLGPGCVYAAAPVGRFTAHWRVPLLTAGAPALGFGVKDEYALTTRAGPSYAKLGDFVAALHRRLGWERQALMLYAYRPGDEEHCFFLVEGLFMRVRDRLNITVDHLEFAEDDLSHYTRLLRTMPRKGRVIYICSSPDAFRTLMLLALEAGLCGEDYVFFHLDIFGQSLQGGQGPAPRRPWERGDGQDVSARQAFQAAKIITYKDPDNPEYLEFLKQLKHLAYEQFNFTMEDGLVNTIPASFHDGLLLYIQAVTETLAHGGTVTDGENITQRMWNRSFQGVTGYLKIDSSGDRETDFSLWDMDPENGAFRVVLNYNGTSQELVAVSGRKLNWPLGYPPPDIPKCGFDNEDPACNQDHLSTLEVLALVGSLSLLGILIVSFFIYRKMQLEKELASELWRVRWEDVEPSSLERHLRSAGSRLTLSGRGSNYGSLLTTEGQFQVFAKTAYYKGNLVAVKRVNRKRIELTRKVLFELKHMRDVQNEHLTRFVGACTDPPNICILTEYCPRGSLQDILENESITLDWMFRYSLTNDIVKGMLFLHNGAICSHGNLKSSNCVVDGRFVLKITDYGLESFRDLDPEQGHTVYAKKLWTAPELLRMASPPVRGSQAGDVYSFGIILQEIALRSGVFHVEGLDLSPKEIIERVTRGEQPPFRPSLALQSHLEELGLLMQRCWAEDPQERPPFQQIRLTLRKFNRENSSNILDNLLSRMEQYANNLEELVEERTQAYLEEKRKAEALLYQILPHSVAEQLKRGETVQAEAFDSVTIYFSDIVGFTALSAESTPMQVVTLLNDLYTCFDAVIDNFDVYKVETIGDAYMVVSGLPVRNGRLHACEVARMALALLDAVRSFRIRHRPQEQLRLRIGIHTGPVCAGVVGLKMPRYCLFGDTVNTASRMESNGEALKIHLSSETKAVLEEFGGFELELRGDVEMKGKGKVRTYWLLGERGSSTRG
# proKLK7 act – proKLK7 zymogen activators, primary screen, biochemical, fluorescence intensity; purified proKLK7, EDANS-DABCYL substrate fluorescence; 100% is mature enzyme control, 0% vehicle; activation, % at 7 µM; 370,000 compounds, 0.9% hits; AID 652039, 2013;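 active = activation above the mean of all tested compounds plus 3 SD, computed per campaign excluding outliers beyond control limits, cut at about 13% in these data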
# Starred values were filed as active, the others as inactive; · = no result given. Rows were taken by chance. About 6.7% of those tested had a hit in this group.
item	canonical_smiles	DAX1 inh-1	ssDAF12 agonist	hgDAF12 agonist	FXN GAA850 act	hcDAF-12 act	NPR2 activator	HGIII-sPLA2 inh	SMARCA2 act	DAX1 inh-2	NPR1 activator	proKLK7 act
1	CC(C)n1ncc2c(C(=O)NCc3ccccc3CN(C)C)cc(C3CC3)nc21	1.2	-0.8	2.3	-0.4	-2.0	1	-1	0	-1.3	1	3.8
2	CN(C(=O)CSc1nnc(NCc2ccccc2)s1)C1CCS(=O)(=O)C1 (stereo unspecified)	0.0	-1.3	0.4	2.5	-1.3	3	4	-5	0.9	-1	-0.1
3	O=C(COC(=O)COc1ccc(Cl)cc1Br)NC1CCCC1	2.7	-1.1	-0.7	0.9	0.0	-2	-2	-1	-2.1	1	-0.1
4	Cc1ccccc1OCc1nnc(SCC(=O)NCc2ccccc2)n1C	-0.5	-1.2	1.4	1.2	-0.9	-3	-1	-3	0.4	-3	0.0
5	COc1ccc2cc(C(N)=O)c(=Nc3ccccc3)oc2c1	1.9	0.3	14*	1.1	14*	1	5	6	4.3*	2	-0.6
6	O=c1[nH]c(CN(CCc2ccccc2)S(=O)(=O)c2ccc(Cl)cc2)nc2ccccc12	2.4	-1.2	0.2	-3.0	-0.2	-2	0	0	-0.2	-3	0.1
7	Cc1ccc(S(=O)(=O)NCCS(=O)(=O)N2CCN(c3ccccc3)CC2)cc1	0.5	-1.4	1.3	0.0	-0.8	3	-19	-2	0.4	-1	0.0
8	O=C(C1CC1)N1CCC(Oc2cccc(C(=O)N3CCCCC3CCO)c2)CC1 (stereo unspecified)	-0.2	-0.2	0.8	0.5	3.3	3	11	-3	-0.1	7	-0.3
9	COc1ccc(CCNc2oc(-c3ccco3)nc2C#N)cc1	-1.9	-2.0	1.5	0.8	-1.5	-4	-6	2	-0.5	-4	0.7
10	COC(=O)c1cc(-c2cc(F)cc(OC)c2)c(=O)n2c1CCC2	·	-1.4	-3.1	·	-0.4	-1	-4	-1	0.1	0	-0.3
11	C/C(=N/N=C/c1ccccc1O)c1ccccc1O	3.5	0.9	4.3	3.3	5.2	-4	5	6	1.6	-1	0.8
12	N#Cc1c(-c2ccccc2)nc2n1CCS2	2.1	-1.4	1.9	0.6	-0.3	0	-3	4	0.4	-4	-0.3
13	Cc1ccc(-c2nnn3c2nc(NCCc2ccc(S(N)(=O)=O)cc2)c2ccccc23)cc1	0.3	0.0	4.1	2.6	5.7*	23	0	-2	0.0	24	-2.5
14	COc1ccccc1CCNC(=O)c1ccoc1C	0.4	-1.4	1.1	-1.5	-0.7	6	2	-1	0.5	3	0.1
15	CCC(Sc1nc(N)c(NC(=O)c2ccc(OC)cc2)c(=O)[nH]1)C(=O)O (stereo unspecified)	1.2	-1.1	3.7	3.2	-2.1	5	4	1	0.0	2	-0.2
16	O=C(OCC#CCSc1nnc(-c2cccc3ccccc23)o1)c1csc2ccccc12	·	-1.9	-2.4	·	-1.6	-3	-5	·	·	-4	·
17	Cc1c(C(=O)N2CCCCC2)c(S(=O)(=O)Nc2ccc(F)cc2F)c(C)n1C	0.5	-1.6	2.7	0.2	1.3	2	10	-1	0.9	5	0.5
18	CC1=C(C(=O)Nc2ccc(F)cc2)C(c2ccc(C)o2)C2=C(CC(C)(C)CC2=O)N1 (stereo unspecified)	-0.9	-0.6	-0.2	-0.5	-0.8	1	5	-1	0.1	4	0.7
19	CCOC(=O)c1c(C(=O)OCC)c(C)n(CCc2ccc(OC)c(OC)c2)c1C	-1.7	-1.7	-3.3	0.8	-2.0	8	2	1	-0.5	-2	0.8
20	COc1ccc(CCCc2n[nH]c(=S)n2C)cc1C	-0.6	-1.5	0.0	2.6	-0.1	-4	18	-3	-0.4	-5	-0.3
21	CC(C)Sc1cc(N2CCOCC2)nc(-c2ccc(Cl)cc2)n1	-1.0	-1.5	-2.3	4.0	-2.1	-2	10	-1	-0.3	-7	-0.8
22	Cc1ccc(NC(=S)N2CCN(S(C)(=O)=O)CC2)cc1	-0.2	-0.4	-1.4	1.7	-0.9	7	3	3	-0.1	2	0.6
23	CC(=O)N1CCN(c2ccc(N=Cc3c(O)n(Cc4ccccc4)c(=O)[nH]c3=O)cc2)CC1	-0.5	-1.6	1.6	-2.2	-2.0	5	-9	-6	-0.9	5	-40
24	CC(NC(=O)CN1C(=O)NC2(CCCCC2)C1=O)c1ccc(S(N)(=O)=O)cc1 (stereo unspecified)	-1.1	-0.9	0.3	-1.0	1.4	-1	0	-3	3.9*	1	0.0
25	CCOC(=O)c1nc2cc3n(c(C)c-2c1C)C(C)C(C)=C3C (stereo unspecified)	0.0	-1.5	2.8	-0.8	0.0	0	2	-1	1.1	17	4.9
26	CCOc1ccc(N2C(=O)S/C(=C\c3ccc(O)c(OC)c3)C2=O)cc1	-0.5	-1.3	0.5	-1.5	-3.1	-7	-22	0	0.6	5	-0.5
27	ON=C1c2ccccc2-c2ccc(O)cc21	-0.2	-0.4	5.9	-2.2	2.0	-6	-18	2	2.7	5	0.1
28	CCc1ccccc1NC(=S)N(Cc1cccnc1)Cc1ccco1	-0.2	-1.9	-2.1	1.6	-4.0	-5	1	1	0.7	-4	0.3
29	COc1cccc(C(=O)NC(=S)N2CCN(c3ccc(C(F)(F)F)cc3[N+](=O)[O-])CC2)c1	-1.2	-1.2	-1.6	-0.3	-1.9	0	1	2	-0.2	-1	0.6
30	COc1ccc(N2C(=O)CSCC2=O)cc1OC	1.2	-1.2	-1.1	2.0	-0.4	0	4	1	0.2	4	0.3
31	COc1ccc(C2CCN(Cc3cccnc3)CC2O)cc1 (stereo unspecified)	1.5	-1.1	0.1	-1.9	-0.1	-2	4	2	0.6	2	-0.5
32	COc1cccc(CN(C)C(=O)CNC(=O)c2ccc(-c3ccccc3)cc2)c1OC	-4.5	-2.6	-8.2	-4.7	-5.7	2	-1	-7	-1.8	6	1.2
33	CC1CCN(S(=O)(=O)c2cnc[nH]2)CC1	0.6	-1.1	-4.0	0.5	-0.2	4	2	-3	2.8	0	-0.5
34	O=C(c1cccc(C(F)(F)F)c1)C1CCCN(Cc2cccc(OCCO)c2)C1 (stereo unspecified)	-1.4	-2.3	-1.2	0.3	-1.7	0	-2	-5	-0.7	2	-0.3
35	O=C(O)C1C2C=CC(C3CC23)C1C(=O)O (stereo unspecified)	0.2	-0.4	-2.0	-1.8	-1.6	3	2	4	-0.2	2	0.3
36	O=C(Nc1ccccc1N1CCOCC1)c1ccc(OCc2cscn2)cc1	-0.8	-1.1	-1.0	0.4	-0.6	1	0	-1	-0.3	2	0.1
37	O=C(NC(=S)NCc1ccccc1)C1CC1	·	-0.8	2.8	-1.3	0.4	2	4	-1	0.5	2	0.2
38	Cc1ccc(NC(=O)c2ccnc(C(C)(C)C)c2)cc1	0.0	-0.4	6.4	1.9	-0.6	5	-3	-2	0.6	-1	-0.2
39	CCOC(=O)c1csc(NC(=O)CN2CCOCC2)n1	1.1	-0.9	-1.4	2.0	-1.2	-4	6	-3	0.1	2	0.4
40	COc1ccccc1Cn1c(=S)[nH]c2cc(C(=O)N3CCC(C(N)=O)CC3)ccc2c1=O	-0.7	-0.2	-1.2	0.3	-0.9	2	2	4	-1.3	-1	0.1
41	CCCN(C(=O)CSc1nnnn1C)C1CCS(=O)(=O)C1 (stereo unspecified)	1.4	-1.4	1.6	-1.6	-0.1	2	-3	0	0.1	0	0.0
42	CS(=O)(=O)N1CCCC(C(=O)Nc2ccc(F)cc2F)C1 (stereo unspecified)	3.8	-0.7	2.2	-0.2	-1.0	-3	4	0	0.1	2	0.0
43	Cc1cc(C)n2nc(SCc3ccc(C#N)cc3)nc2n1	-0.1	-1.3	-2.9	2.8	-0.7	0	-1	-2	0.3	2	0.2
44	CCC(=O)c1ccc(OCC(=O)OCC(=O)NCc2cccs2)cc1	0.2	-0.7	1.2	3.5	-0.9	-3	-5	0	0.0	7	-0.6
45	CCNc1nc(NCC)n2c(SCC(=O)Nc3ccccc3F)nnc2n1	1.2	-1.1	-4.0	1.4	-1.8	-5	8	-2	4.5*	1	-0.1
46	O=C(Nc1ccc(N2CCCCC2)cc1)c1cncc(Br)c1	1.3	0.1	15*	0.8	1.7	-1	2	0	2.5	-2	0.5
47	Cc1nn(CC(=O)N/N=C/c2ccc3c(c2)OCO3)c(C)c1Br	-0.2	-1.5	0.4	-0.9	1.4	2	1	-2	-1.1	-2	0.1
48	O=C1C=C(c2cccc(Br)c2)C[C@@H](c2ccc3c(c2)OCO3)C1	0.5	-1.3	-0.3	2.7	0.6	12	-5	0	-0.5	14	-0.1
49	c1ccc(Nc2nc3ccccc3o2)cc1	1.9	0.9*	14*	7.0	8.1*	-4	0	13*	3.2	3	-0.3
50	CC1CCc2c(sc(NC(=O)c3ccc(N4C(=O)CCC4=O)cc3)c2C(N)=O)C1 (stereo unspecified)	-0.1	-1.1	-0.3	0.9	-0.1	-1	4	4	0.3	-3	0.0
51	C[C@@H]1CN([C@H](C)CO)C(=O)CCCn2nncc2CO[C@H]1CN(C)C(=O)Nc1ccc(N2CCN(C)CC2)cc1	-0.3	-1.1	0.2	1.1	-1.6	-1	4	-3	-0.4	2	-0.2
52	CC(C)c1nnc(NC(=O)CCS(=O)(=O)Cc2ccccc2)s1	-1.9	-1.6	1.4	-1.1	-1.9	-8	1	-2	0.3	1	0.1
53	CCCCNC(=S)N/N=C/c1cccc(OCC)c1O	0.4	-0.4	6.8	2.8	0.6	2	24*	0	1.4	1	-5.5
54	O=C(CC(O)c1ccccc1)Nc1ccccn1 (stereo unspecified)	1.3	-1.3	1.1	-1.5	-0.2	4	0	5	-1.1	4	-0.9

# An excerpt of these results, with each value named.
54) O=C(CC(O)c1ccccc1)Nc1ccccn1 (stereo unspecified)
  DAX1 inh-1: 1.3
  ssDAF12 agonist: -1.3
  hgDAF12 agonist: 1.1
  FXN GAA850 act: -1.5
  hcDAF-12 act: -0.2
  NPR2 activator: 4
  HGIII-sPLA2 inh: 0
  SMARCA2 act: 5
  DAX1 inh-2: -1.1
  NPR1 activator: 4
  proKLK7 act: -0.9
49) c1ccc(Nc2nc3ccccc3o2)cc1
  DAX1 inh-1: 1.9
  ssDAF12 agonist: 0.9*
  hgDAF12 agonist: 14*
  FXN GAA850 act: 7.0
  hcDAF-12 act: 8.1*
  NPR2 activator: -4
  HGIII-sPLA2 inh: 0
  SMARCA2 act: 13*
  DAX1 inh-2: 3.2
  NPR1 activator: 3
  proKLK7 act: -0.3

# Source: PubChem BioAssay
